Source: PubChem BioAssay
TAG inh: inhibitors of triacylglycerol accumulation | H9c2 cells, Nile Red lipid (TAG) fluorescence; cells loaded with 200 µM oleic acid | 0.66% of 230,000 active | inhibition, % at 12.5 µM;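 active means pattern-corrected inhibition of lipid staining of at least 50% with the nuclear-stain viability signal not falling by more than 50%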;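 further: 0% = DMSO wells and 100% = triacsin C control wells; some results filed as inactive read as strong as hits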
TAG inh DAPI viability: recorded beside TAG inh, whose call it bears; DAPI nuclei signal change (viability), lower = more cytotoxic, %;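 whole-well DAPI fluorescence read on a plate reader as a viability signal; minus 50 percent equals half of cells still viable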
The depositor's hits bear a star. Some of the compounds tested; count on the stated rates, not on these rows.

Structure,TAG inh DAPI viability,TAG inh
Cc1ccc(C(=O)Cn2cccn2)cc1,1,14
COc1ccc(N2CCN(c3ccc(C(N)=O)cc3[N+](=O)[O-])CC2)cc1,1,-4
COc1ccc(/C=C2/SC(=O)N(CCC(=O)Nc3ccccc3C(=O)O)C2=S)cc1,3,-4
CC(C)(C)c1cc(C(=O)O)nn1-c1ccccc1,-3,-6
Cc1ccc(OCCC(=O)OCC(=O)N2CCN(S(=O)(=O)c3ccc(C)cc3)CC2)cc1,3,5
COc1ccc(CCNC(=O)COC(=O)/C=C/c2ccc(OC)cc2OC)cc1,-10,24
O=[N+]([O-])c1ccc(NC(=S)N2CCc3ccccc32)cc1,-2,1
O=C(N/N=C\c1cccnc1)c1ccc(Br)s1,-9,-5
CC(C)[C@H](NC(=O)NCc1ccc(F)cc1)C(=O)O,8,-1
CCCSc1nnc(CSc2nc(C)cc(C)n2)n1C,-9,9
CCOC(=O)C(CSCC(=O)c1ccc(Cl)cc1Cl)NC(=O)OC(C)(C)C (configuration not stated),-7,-7
CC(O)(c1cccc(F)c1)c1nc(-c2ccc(Cl)cc2)cs1 (configuration not stated),10,-19
CCOC(=O)C1(C)CCN1C(=O)c1cccc(OC)c1 (configuration not stated),1,-11
COc1cc(OC)cc(C(=O)NC(C(=O)Nc2ccc3c(c2)OCCO3)C(C)C)c1 (configuration not stated),-4,-9
CCc1noc(C)c1C(=O)N(CC)CC(=O)NCc1ccc(F)cc1,-3,-3
COCCNC(=O)C1(C)CCN(Cc2csc(-c3ccc(Cl)cc3)n2)C1 (configuration not stated),-3,-2
CCC(C)(C)NC(=O)C(c1cccn1C)N(Cc1ccc(C)cc1)C(=O)Cn1nnc2ccccc21 (configuration not stated),1,29
COc1cc(CN2CCN(C3CCC3)CC2CCO)cc(OC)c1 (configuration not stated),-4,0
COc1ccc(NC(=O)Cn2c(-c3ccc(OC)cc3)cn(-c3ccc(C)cc3)c2=O)cc1,-1,12
COc1cccc(CC2(CO)CCCN(Cc3cn[nH]c3C3CCCCC3)C2)c1 (configuration not stated),12,6
Cc1cccc(NC(=O)c2cccc(NC(=O)c3ccco3)c2)c1C,3,7
CN(CC(=O)NCCc1ccc(F)cc1)Cc1cccc(Cl)c1,0,1
CC1(c2ccccc2)NC(=O)N(CC(=O)Nc2ccccc2C(=O)N2CCCCC2)C1=O (configuration not stated),-1,4
COc1ccc(C(=O)N(c2ccc(C)cc2)C2C=CS(=O)(=O)C2)cc1OC (configuration not stated),3,10
COc1ccccc1NC(=O)C1=C(C)NC(=O)NC1c1ccc(C)s1 (configuration not stated),5,-4
CC(C)OC(=O)CCNc1n[nH]c(=O)[nH]c1=O,5,7
O=C(Cc1ccccc1)NCC1OCCc2ccccc21 (configuration not stated),-5,-14
Cc1ccc(C(C)C)c(OCC(=O)NC(=S)Nc2ccccc2N2CCOCC2)c1,6,-2
CCOC(=O)CC(=O)CSc1nc2c(c(C)c1C#N)CCC2,-1,4
O=C(COC(=O)/C=C/c1ccco1)NCc1ccc2c(c1)OCO2,-12,13
Fc1ccc(Nc2nnc(C(F)(F)F)s2)cc1,5,-4
CC1(C(=O)Nc2cccc(C#N)c2)CCN1C(=O)C1(c2ccccc2)CC1 (configuration not stated),6,-35
CCC(=O)NC(Nc1sc2c(c1C(=O)OC)CCN(C)C2)(C(F)(F)F)C(F)(F)F,-3,2
O=C1CCC(=O)N1c1nc2nc(-c3ccccc3)cc(-c3ccccc3)n2n1,1,10
COCCNc1oc(-c2ccc(C)cc2)nc1C#N,14,-5
Cn1c(N2CCOCC2)nc2c1c(=O)n(Cc1ccc(Cl)c(Cl)c1)c(=O)n2C,-5,-3
CCOC(=O)c1sc2nc(C)c([N+](=O)[O-])c(COC)c2c1N,-1,-4
CC(C)(C)OC(=O)C1C(=O)CC(C)(O)C(C(=O)OC(C)(C)C)C1c1cccnc1 (configuration not stated),14,8
O=C(NCc1ccc2c(c1)OCO2)C1CCN(S(=O)(=O)c2ccc(Br)s2)CC1,4,-21
Cc1ccc(C(OC(=O)c2ccco2)C(=O)NC(C)(C)C)cc1 (configuration not stated),-3,-2
COC(=O)Nc1ccc(S(=O)(=O)Nc2cccc3ccccc23)cc1,4,6
Cc1nc(NC(=O)c2ccccc2)sc1C,-5,14
O=C(O)c1cnc(-c2ccccc2)nc1Sc1ccc(Cl)cc1Cl,-14,16
O=C(CCN1C(=O)/C(=C/C=C/c2ccccc2)SC1=S)Nc1cccnc1,10,-2
COc1ccc(OC)c(N=c2oc3cc(O)ccc3cc2C(N)=O)c1,15,4
COc1ccc(C(=O)/C=C/c2ccc(N(C)C)cc2)c(OC)c1,-5,-34
N#Cc1c(Cn2cncn2)nc(=O)n(-c2ccc(Cl)cc2)c1N,-7,7
O=C(CCc1c[nH]c2ccccc12)NCc1ccco1,-10,-3

Filtered by structure: the compounds so far with a CF3 group
Structure,TAG inh DAPI viability,TAG inh
Fc1ccc(Nc2nnc(C(F)(F)F)s2)cc1,5,-4
CCC(=O)NC(Nc1sc2c(c1C(=O)OC)CCN(C)C2)(C(F)(F)F)C(F)(F)F,-3,2

Further compounds follow:
Structure,TAG inh DAPI viability,TAG inh
C[C@@H]1CN([C@@H](C)CO)C(=O)c2c(c3ccccc3n2C)-c2ccccc2CO[C@H]1CN(C)S(=O)(=O)c1ccc(C#N)cc1,-14,36
CC(=O)c1c(C)[nH]c(C(=O)CSc2nnc(-c3ccccc3)n2Cc2ccc3c(c2)OCO3)c1C,-3,-11
CCN(CC)CC(=O)NCC1(c2ccccc2)CCOCC1,9,0
CC1CCCC(NC(=O)CN2C(=O)NC(C)(c3cc(F)ccc3F)C2=O)C1C (configuration not stated),-4,2
CC(C)C(=O)N1CCCCCCN1C(=O)C(C)C,-1,5
Cc1cccc(NC2=NC3(CCCCC3)N=C(N)N2)c1C,4,-9
CC(=O)Nc1ccc(C(=O)OCC(=O)N(c2ccccc2)C2CCS(=O)(=O)C2)cc1 (configuration not stated),8,17
Cn1ccc(=O)c2cc([N+](=O)[O-])ccc21,1,-12
Cc1nc2ccc(C(C(F)(F)F)(C(F)(F)F)C(F)(F)F)cc2[nH]1,2,-8
OCCC1CN(Cc2nc3c(s2)CCCC3)CCN1Cc1ccsc1 (configuration not stated),-1,4
COc1ccc(C(CNC(=O)CCNS(=O)(=O)c2ccccc2)N2CCOCC2)cc1 (configuration not stated),-2,10
Cc1ccc(Cl)cc1N1CCN(C(=O)C2CCC(=O)N(C3CCCCCC3)C2)CC1 (configuration not stated),-14,-5
CCOC(=O)N1CCN(Cc2nc3c(c(=O)n(C)c(=O)n3C)n2Cc2ccc(F)cc2)CC1,0,-6
CCOC(=O)/C=c1\s/c(=C\c2ccc3c(c2)OCCO3)c(=O)n1CC(=O)NCC1CCCO1 (configuration not stated),-5,9
COc1cc(C(=O)OCC(=O)NCCCc2ccccc2)ccc1OCC(C)C,0,-1
O=S(=O)(c1ccc(F)cc1)n1ccc(-c2cccc(OCc3c(F)cccc3Cl)c2)n1,5,-6
Nc1nc(N)c(Br)c(Nc2ccc(Cl)c(Cl)c2)n1,-11,12
Cn1cc(Cl)c(C(=O)N2CCN(c3ncccn3)CC2)n1,0,-16
CCc1ccc(C2C(C#N)=C(N)N(N3CCOCC3)C3=C2C(=O)CC(C)(C)C3)s1 (configuration not stated),-1,-10
CCC(C)N(C)C1CCN(C(=S)Nc2ccc(OC)cc2)CC1 (configuration not stated),4,-10
C=CCOC(=O)COc1ccc2c3c(c(=O)oc2c1)CCCC3,4,-4
Cc1cccnc1C(NC(=O)C1CCN(Cc2ccc(Oc3ccccc3)cc2)CC1)c1ccccc1 (configuration not stated),4,-3
CCN(CC)C(=O)Cn1cc(C(=O)C(=O)N(CC)C2CCCCC2)c2ccccc21,2,2
CCCc1nc2ccccc2n1C(=S)SC,1,16
Cc1ccc(CNS(=O)(=O)c2ccc(C(F)(F)F)cc2)n1C,7,4
CC1CCc2c(sc(NC(=O)c3cccn3C)c2C(N)=O)C1 (configuration not stated),5,0
CN(Cc1ccccc1Cl)C(=O)C1CCC(=O)N(CCc2cccc(F)c2)C1 (configuration not stated),-4,-13
Cc1cc(C)nc(NS(=O)(=O)c2ccc(NS(=O)(=O)c3ccc(C#N)cc3)cc2)n1,-3,-1
CCCCC(CC)C(=O)NCc1ccccc1OC (configuration not stated),3,-10
Cc1ccc(C2(C)NC(=O)N(Cc3c(C)noc3C)C2=O)cc1 (configuration not stated),-3,2
COCCNC(=O)C1(C)CCCN(C(=O)c2cc(F)ccc2C)C1 (configuration not stated),-1,0
Cc1cccc(C2c3[nH]c4ccccc4c3CCN2Cc2ccc(C)s2)n1 (configuration not stated),27,-5
CN(CC(=O)Nc1sc2c(c1C#N)CCCCC2)Cc1nc2ccccc2c(=O)[nH]1,2,-4
CC1CCN(S(=O)(=O)c2ccc(S(=O)(=O)NCc3cccnc3)cc2)CC1,1,-12
COc1ccc(-c2cc(C(=O)NCc3ccco3)c3ccccc3n2)cc1,12,11
CCN(CC)CCN(C(=O)c1ccc(C(C)=O)cc1)c1nc2ccc(Cl)cc2s1,5,15
COc1ccc(S(=O)(=O)N2CCN(C(=O)Cc3ccsc3)CC2)cc1,-5,6
CCOc1ccc(S(=O)(=O)N2CCCC(C(=O)NCc3ccncc3)C2)cc1 (configuration not stated),-7,-9
Cc1cc(C)cc(NC(=S)Nc2ccc(Cl)c(Cl)c2)c1,-9,5
O=C(/C=C/c1ccco1)NCc1ccco1,6,-13
CC1=C(C(N)=O)C(c2cccnc2)n2nc(-c3cccc(Cl)c3)nc2N1 (configuration not stated),7,11
CC1CN(CCCCOc2ccc(C(C)C)cc2)CC(C)O1 (configuration not stated),4,-14
CC(C)(C)C(=O)Nc1sc2c(c1C#N)CCN(Cc1ccccc1)C2,33,-20
COC(=O)Nc1ncc(CN2CCC(c3ccccc3)CC2)s1,6,6
NC(=O)C1CCN(C(=O)C2CCC(=O)N(C3CCCCCC3)C2)CC1 (configuration not stated),-2,1
C/C(=N\NC(=O)c1sccc1C)c1ccncc1,2,12
Cc1nn(Cc2c(Cl)cccc2Cl)c(C)c1NC(=O)c1cc(C(C)C)on1,-1,-2
Cc1ccsc1/C=N\NC(=O)c1ccc2c(c1)OCO2,7,-15
COC(=O)c1cccc(NC(=O)c2cccc(OC)c2)c1,12,-33
O=C1C=C(c2ccc(O)cc2)C[C@@H](c2ccc3c(c2)OCO3)C1,-1,-15
CN(CC(=O)Nc1ccc(Cl)cc1)C(=O)c1cccc(S(=O)(=O)N2CCN(Cc3ccccc3)CC2)c1,0,-55
CC(C)C(Cl)=NOC(=O)Nc1ccc(S(N)(=O)=O)cc1,0,13
CN(C)S(=O)(=O)c1cccc(NC(=O)COC(=O)c2cc(-c3cccc(Br)c3)nc3ccccc23)c1,10,1
Cc1cnc(C(=O)NNC(=O)c2ccc(Br)cc2)cn1,-10,-3
O=C(NCc1nc(-c2ccccc2)cs1)c1ccccc1,4,3
COc1ccc(NCc2nnc(SCC(=O)NNC(=O)c3ccc(C)cc3)n2C)cc1,7,1

(continued)
Structure,TAG inh DAPI viability,TAG inh
Cn1nc(CC(=O)Nc2ccc(N3CCN(C(=O)OC(C)(C)C)CC3)cc2)c2ccccc2c1=O,22,-28
Cc1nn(Cc2ccccc2Cl)c2sc(C(=O)NCc3ccc4c(c3)OCO4)cc12,-5,7
COc1ccc(CCN=C2SCC(=O)N2Cc2ccccc2)cc1OC,-4,-5
Cc1cc(CNC(=O)c2cccc3c2C(=O)c2ccc(-c4ccc(F)cc4OCc4ccccc4)cc2S3(=O)=O)c(C(F)(F)F)o1,-3,41
CCOC(=O)c1c(NC(=O)CN2CCN(C)CC2)sc(C(=O)Nc2ccccc2)c1C,-1,40
Cc1nc(C)c(C(=O)N/N=C/c2cc(Br)ccc2O)s1,-36,49
O=C(CN1C(=O)c2ccccc2C1=O)NCC(=O)Nc1ccccc1,-2,1
[O-][n+]1c2cc(C(F)(F)F)ccc2c2n1CCN=C2c1ccc(Cl)cc1,-10,-7
CCOc1ccccc1NC(=O)Nc1cccc(NC(C)=O)c1,4,3
O=C(N/N=C/c1cn(-c2ccccc2)nc1-c1ccc2c(c1)OCCO2)c1ccncc1,-4,9
COc1cccc(N(C(=O)CNC(=O)c2ccco2)C(C(=O)NC2CCCCC2)c2ccncc2)c1 (configuration not stated),-17,10
O=C(Cc1ccccc1)NNC(=O)Nc1cccc(Cl)c1,-13,-6
COc1ccc(NC(=O)O/N=C/c2c(C)nn(C(C)(C)C)c2C)cc1,7,7
COC(=O)Nc1[nH]ncc1[N+](=O)[O-],-4,16

Looked up one by one from the entries so far, 7 records:
Structure,TAG inh DAPI viability,TAG inh
COc1cccc(CC2(CO)CCCN(Cc3cn[nH]c3C3CCCCC3)C2)c1 (configuration not stated),12,6
COC(=O)Nc1ncc(CN2CCC(c3ccccc3)CC2)s1,6,6
CC1(C(=O)Nc2cccc(C#N)c2)CCN1C(=O)C1(c2ccccc2)CC1 (configuration not stated),6,-35
Cc1ccsc1/C=N\NC(=O)c1ccc2c(c1)OCO2,7,-15
COc1ccc(S(=O)(=O)N2CCN(C(=O)Cc3ccsc3)CC2)cc1,-5,6
CCC(=O)NC(Nc1sc2c(c1C(=O)OC)CCN(C)C2)(C(F)(F)F)C(F)(F)F,-3,2
Cc1cccc(NC(=O)c2cccc(NC(=O)c3ccco3)c2)c1C,3,7
